Compound activity deposited in PubChem BioAssay by University of Kansas High Throughput Screening Laboratory.
mHTT-CaM PPI inh: mHTT-calmodulin interaction abrogation | P42858 | AID 1671202 | AlphaScreen His-mHTT/GST-CaM binding, luminescence | actives 3.6% (n = 190,000) | inhibition, % at 15 µM;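 further: 0% = both proteins with DMSO and 100% = one protein alone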
Target sequence (P42858 whole entry, looked up, stated change not applied): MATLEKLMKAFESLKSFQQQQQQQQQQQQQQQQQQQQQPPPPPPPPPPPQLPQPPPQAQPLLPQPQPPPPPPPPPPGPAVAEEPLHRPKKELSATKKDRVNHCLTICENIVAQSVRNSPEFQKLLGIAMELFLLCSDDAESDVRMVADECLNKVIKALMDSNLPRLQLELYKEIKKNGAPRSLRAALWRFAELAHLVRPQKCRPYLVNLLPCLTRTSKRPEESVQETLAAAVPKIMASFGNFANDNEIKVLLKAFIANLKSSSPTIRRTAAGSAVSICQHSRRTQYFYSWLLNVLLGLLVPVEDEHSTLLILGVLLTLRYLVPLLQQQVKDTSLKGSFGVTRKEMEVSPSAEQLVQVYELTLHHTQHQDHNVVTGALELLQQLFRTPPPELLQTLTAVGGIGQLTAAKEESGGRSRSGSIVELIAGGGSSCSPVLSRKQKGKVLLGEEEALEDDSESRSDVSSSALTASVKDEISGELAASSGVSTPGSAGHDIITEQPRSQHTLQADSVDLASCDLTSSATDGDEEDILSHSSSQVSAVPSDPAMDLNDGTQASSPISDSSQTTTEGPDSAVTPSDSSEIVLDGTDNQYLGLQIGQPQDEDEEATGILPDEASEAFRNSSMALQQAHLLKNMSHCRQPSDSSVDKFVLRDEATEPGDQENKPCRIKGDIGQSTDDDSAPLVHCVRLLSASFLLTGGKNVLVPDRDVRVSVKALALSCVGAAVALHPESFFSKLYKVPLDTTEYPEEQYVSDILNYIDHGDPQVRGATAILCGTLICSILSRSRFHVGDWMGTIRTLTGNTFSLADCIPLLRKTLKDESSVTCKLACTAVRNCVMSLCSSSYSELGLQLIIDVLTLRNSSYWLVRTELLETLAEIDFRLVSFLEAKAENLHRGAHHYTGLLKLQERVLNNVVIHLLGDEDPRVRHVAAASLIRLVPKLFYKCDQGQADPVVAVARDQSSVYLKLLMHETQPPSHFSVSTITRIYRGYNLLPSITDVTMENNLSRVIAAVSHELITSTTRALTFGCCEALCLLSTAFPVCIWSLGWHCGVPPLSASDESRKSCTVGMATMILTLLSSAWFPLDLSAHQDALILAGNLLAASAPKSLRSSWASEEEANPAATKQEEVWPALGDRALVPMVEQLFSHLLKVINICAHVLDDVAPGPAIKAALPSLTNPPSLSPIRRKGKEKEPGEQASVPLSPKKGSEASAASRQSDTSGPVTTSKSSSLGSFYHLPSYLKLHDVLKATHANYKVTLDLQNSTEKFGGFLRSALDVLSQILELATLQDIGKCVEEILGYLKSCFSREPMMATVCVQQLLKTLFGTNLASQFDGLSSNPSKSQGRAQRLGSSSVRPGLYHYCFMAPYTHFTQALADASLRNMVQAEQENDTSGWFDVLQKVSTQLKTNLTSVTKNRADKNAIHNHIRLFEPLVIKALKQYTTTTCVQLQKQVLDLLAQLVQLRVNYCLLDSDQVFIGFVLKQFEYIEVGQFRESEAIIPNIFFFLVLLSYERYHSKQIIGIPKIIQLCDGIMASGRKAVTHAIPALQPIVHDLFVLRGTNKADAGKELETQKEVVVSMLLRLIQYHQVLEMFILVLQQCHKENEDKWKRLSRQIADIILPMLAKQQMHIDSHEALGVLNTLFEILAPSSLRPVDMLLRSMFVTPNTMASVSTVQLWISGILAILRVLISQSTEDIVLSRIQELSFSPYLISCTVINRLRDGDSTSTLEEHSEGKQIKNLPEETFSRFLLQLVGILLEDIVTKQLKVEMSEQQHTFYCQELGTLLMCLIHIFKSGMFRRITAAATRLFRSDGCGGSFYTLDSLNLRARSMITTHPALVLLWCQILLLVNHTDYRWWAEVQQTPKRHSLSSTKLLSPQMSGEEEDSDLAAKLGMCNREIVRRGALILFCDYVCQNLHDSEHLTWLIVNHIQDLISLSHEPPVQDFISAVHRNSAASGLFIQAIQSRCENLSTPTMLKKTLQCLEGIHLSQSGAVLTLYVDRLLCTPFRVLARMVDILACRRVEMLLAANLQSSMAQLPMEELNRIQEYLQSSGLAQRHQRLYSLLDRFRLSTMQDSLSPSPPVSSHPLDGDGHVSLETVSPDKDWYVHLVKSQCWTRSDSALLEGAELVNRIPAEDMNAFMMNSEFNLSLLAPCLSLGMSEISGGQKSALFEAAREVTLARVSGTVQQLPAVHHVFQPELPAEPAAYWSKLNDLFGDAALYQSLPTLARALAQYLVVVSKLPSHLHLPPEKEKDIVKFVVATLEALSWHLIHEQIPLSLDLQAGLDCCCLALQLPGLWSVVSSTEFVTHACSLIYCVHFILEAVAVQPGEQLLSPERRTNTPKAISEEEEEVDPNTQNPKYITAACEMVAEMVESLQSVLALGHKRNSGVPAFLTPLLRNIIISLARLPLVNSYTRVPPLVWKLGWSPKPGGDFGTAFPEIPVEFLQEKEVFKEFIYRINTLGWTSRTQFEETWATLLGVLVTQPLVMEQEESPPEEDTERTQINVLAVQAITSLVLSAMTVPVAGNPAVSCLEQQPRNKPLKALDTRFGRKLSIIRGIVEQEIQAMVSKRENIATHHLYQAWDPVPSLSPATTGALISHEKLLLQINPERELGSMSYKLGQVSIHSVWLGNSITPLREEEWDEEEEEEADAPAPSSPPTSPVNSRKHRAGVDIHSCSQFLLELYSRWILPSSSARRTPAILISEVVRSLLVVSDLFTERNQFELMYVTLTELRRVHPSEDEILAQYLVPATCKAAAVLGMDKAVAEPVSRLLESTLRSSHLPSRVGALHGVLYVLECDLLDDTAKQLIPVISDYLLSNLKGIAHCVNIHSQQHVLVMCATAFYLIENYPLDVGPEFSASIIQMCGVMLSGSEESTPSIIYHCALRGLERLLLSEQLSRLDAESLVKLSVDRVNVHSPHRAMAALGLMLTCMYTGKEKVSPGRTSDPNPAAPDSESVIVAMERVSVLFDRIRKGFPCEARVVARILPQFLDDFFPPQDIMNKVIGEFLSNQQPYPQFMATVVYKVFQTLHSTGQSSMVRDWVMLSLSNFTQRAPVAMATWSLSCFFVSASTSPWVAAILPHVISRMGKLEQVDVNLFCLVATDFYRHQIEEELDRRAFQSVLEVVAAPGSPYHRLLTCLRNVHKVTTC
Pf apPOL inh: Pf-apPOL DNA polymerase inhibition | Recombinant Pf-apPOL, molecular beacon fluorescence, 1.5 h | actives 0.25% (n = 210,000) | inhibition, % at 10 µM
Active calls of the source: *; i = inactive; / = not tested or not shown; & = joins results of further samples. No stated cut-off is given here; in the data, active means inhibition above about 50%; inactive means the rest. An unsorted share of the library; any-hit rate near 3.7%.

SMILES	mHTT-CaM PPI inh	Pf apPOL inh
O=C(Nc1cccc(C(F)(F)F)c1)c1cc2cc(Cl)ccc2oc1=O	-6	0
O=C(Nc1nc2c(s1)CN(S(=O)(=O)c1ccccc1)CC2)c1ccc(Cl)cc1	4	-6
Cc1c(C=O)c(C=O)c(C)n1-c1ccc(N(C)C)cc1	4	-4
COc1ccc(C2CC(c3ccc(OC(F)F)cc3)n3nnnc3N2)cc1 (stereo not drawn)	10	-22
COC(=O)c1sc(SC)c(C#N)c1-c1ccco1	/	0
CC(NC(=O)C1Cc2ccccc2N2CCN(c3ncccn3)CC12)c1ccccc1 (stereo not drawn)	6	-7
CCOC(=O)C(C#N)=CNCCc1ccncc1	/	2&2
COc1ccc(CNC(=O)c2cnccn2)cc1	2	-24
CC(=O)N1CCc2cc(N3CC(C(=O)NCCC(C)C)CC3=O)ccc21 (stereo not drawn)	0	1
Cc1ccnc(NS(=O)(=O)c2ccc(NC(=O)c3ccc(Cl)cc3)cc2)n1	3	6
Cc1cc(C(=O)O)n(C(C)(C)C)n1	/	-4
CC1CCC2(CC1)NC(=O)N(CC(=O)NCc1ccc3c(c1)OCO3)C2=O (stereo not drawn)	-1	-2
CCc1cccc(NC(=O)C2CCN(c3c(C#N)cnc4ccccc34)CC2)c1	7	2
O=C1OC(c2ccccc2Br)=N/C1=C\c1ccccc1F	6	-6
O=C(NCCc1ccc(Cl)cc1)C1CC(=O)N(c2ccc(F)c(Cl)c2)C1 (stereo not drawn)	12	3
N#CC1=C(N)OC2=C(C(=O)CCC2)C1c1ccc(Cl)cc1Cl (stereo not drawn)	2	-3
COc1ccccc1NS(=O)(=O)c1cc(C(=O)O)c(Cl)cc1Cl	2	-5
O=C1CCCC2=C1C(c1ccccc1)n1nc(SCc3ccccc3F)nc1N2 (stereo not drawn)	-1	-14
NS(=O)(=O)c1ccc(NC(NC(=O)c2ccco2)C(=O)c2ccc(Cl)cc2)cc1 (stereo not drawn)	6	-4
Cc1cc(NS(=O)(=O)c2ccc3nc(-c4ccccc4)[nH]c3c2)ccc1Br	15	-1
CCn1cc(C2=CCN(C(=O)Nc3ccc(C)cc3)CC2)c2cccnc21	23	-4
CCNc1nc(NC(C)C)nc(SCCOc2ccc(C)cc2)n1	-43	1
CCc1nnc(NC(=O)CSc2nc3c(C)cccc3[nH]2)s1	4	6
COc1ccc2oc(=O)c(-c3nnc(Nc4ccc(C)cc4)s3)cc2c1	3	0
O=C1C2CCCN2C(c2ccco2)N1c1ccc(F)cc1 (stereo not drawn)	3	2
O=C(CSc1nnc2sc3ccccc3n12)c1ccc(F)cc1	-4	-7
CC1(C)OC(=O)C(=CNC(CCC(N)=O)C(=O)O)C(=O)O1 (stereo not drawn)	-3	-9
Brc1ccc(Oc2nnnn2-c2ccccc2)cc1	-47	-2
C=CCN(CC=C)C(=O)c1ccccc1	-6	-5
COc1ccc(CCNC2CCC(c3ccccc3)CC2)cc1 (stereo not drawn)	-8	6
O=C(Nc1ccccc1)c1ccc(CSc2ccc(C(F)(F)F)cn2)o1	/	-7
CCCC(=O)Nc1nnc(C2CC(=O)N(c3ccc(OCC)cc3)C2)o1 (stereo not drawn)	12	-2
CC(=O)N1CCC(c2nc(-c3ccc(Oc4ccc(F)cc4)cc3)no2)CC1	-10	-8
CCCN1CCCc2cc(CCNC(=O)COCC)ccc21	59*	-5
NC(=O)c1ccccc1NC(=O)CCC(=O)O	-2	-2
CN(C)C(=O)c1cc2c(s1)CCC(C(=O)Nc1ccccc1)C2 (stereo not drawn)	5	0
CCOc1cc(C(=O)NCc2ccccc2Cl)cc(OCC)c1OCC	-8	0
CCOc1ccc(C(=O)Nc2ccc(NC(=O)c3cccs3)cc2)cc1[N+](=O)[O-]	3	3
Cc1cccc(NC(=O)c2ccc(NS(=O)(=O)c3c(C)n[nH]c3C)cc2)c1C	4	0
CCC(C)NC(=O)CSc1nc2ccccc2c(=O)n1Cc1ccc2c(c1)OCO2 (stereo not drawn)	3	-5
CCOc1cc([N+](=O)[O-])c2[nH]c(C(=O)O)c(C)c2c1	7	-1
CCOC(=O)c1ccc(NC(=O)c2csc3c2CCCC3)cc1	-37	-2
COc1cccc(NC(=O)c2ccc(-c3csc(C)n3)cc2)c1	0	-3
Cn1c(S(=O)(=O)Cc2ccc(Cl)cc2)nc2ccccc21	-8&-3	-2&0
O=C(NCc1cccnc1)c1cc(C(=O)NCc2cccnc2)cc([N+](=O)[O-])c1	0	-10
COc1ccc(OC)c(NC(=O)c2c(NC(=O)CN3CCOCC3)sc3c2CCC3)c1	7	-2
CC(C)(C)n1cnc2cc(NC(=O)c3ccccc3)ccc21	3	-1
CC1CC(C)CN(S(=O)(=O)c2ccc(C(=O)Nc3nc(-c4ccccn4)cs3)cc2)C1 (stereo not drawn)	17	4
CCCSc1nc2c(c(=O)[nH]1)CCCC2	-4	-1
CC(C)C(=O)Nc1cccc(I)c1	-1	8
NC(=S)NN=Cc1ccc([N+](=O)[O-])s1	/	0&-1
CC(C)CCNC(=O)C1CCc2sc(C(=O)N3CCCC3)cc2C1 (stereo not drawn)	2	1
CSc1cccc(NC(=O)CSc2ccc(C)cc2)c1	-4	-2
CCC(C(=O)Nc1cc(OC)cc(OC)c1)c1ccccc1 (stereo not drawn)	-10	-1
Cc1cc(C)n2c(SCc3ccc(Cl)cc3Cl)nnc2n1	23	-1
CCCc1ccc(-c2ccc(C#N)cc2)nc1	/	-19
O[C@H]1C[C@H](c2ccccc2)N(Cc2cccs2)C[C@@H]1n1cc(-c2ccc(F)cc2)nn1	8	2
CCCSc1nnc2c3ccccc3n(CC)c2n1	-3	-1
O=C(c1ccc(OCC2CCCN2C(=O)COc2ccc(F)cc2)cc1)N1CCCC1 (stereo not drawn)	-2	22
O=C(Cn1cccc(S(=O)(=O)N2CCCC2)c1=O)c1ccccc1Cl	-6	-7
Next part:
SMILES	mHTT-CaM PPI inh	Pf apPOL inh
CN1C(=O)c2ccccc2C(C(=O)Nc2ccc3c(c2)OCO3)C1c1c[nH]c2ccccc12 (stereo not drawn)	33	-6
Fc1cccc(CSc2ccc(-n3ccnc3)nn2)c1	-15	-4
CCCCN(C)C(=O)c1c[nH]c2ccc(S(=O)(=O)N(C)c3ccccc3CC)cc2c1=O	26	-7
N#Cc1cccc(S(=O)(=O)N2CCC(c3noc(-c4cccc(F)c4)n3)CC2)c1	-2	1
CCOc1ccc(C2=NC3(CCN(C)CC3)NC(c3cc(Cl)ccc3O)C2)cc1 (stereo not drawn)	9	0
CC(C)Cn1c(COc2ccccc2)nc2ccccc21	-22	8
Cc1nn(C)c(C)c1S(=O)(=O)N1CCCCC1c1nncn1C (stereo not drawn)	-3	6
CCn1c(SC)nnc1-c1nn(C)c2c1CN(C(=O)CCc1ccc(OC)cc1)CC2	6	0
O=C1c2sc3nc4c(c(=O)n3c2C(=O)N1c1cccc(Cl)c1Cl)CCC4	2	-8
OC(COC12CC3CC(CC(C3)C1)C2)CN1CCN(Cc2ccc(Cl)cc2)CC1 (stereo not drawn)	34	-12
Cc1nc2sc(C(N)=O)c(N)c2c(C)c1C	-4	-14
COc1ccc(CNC(=O)N2CC(C(=O)N3CCCC3)C3(CCOCC3)C2)cc1 (stereo not drawn)	2	-4
Cc1noc(-c2nn(C)c3c2CN(C(=O)c2ccncc2)CC3)n1	-5	0
CCN(CC)CCCNC(=O)C1CCCN(c2ncc(-c3cccc(F)c3)cn2)C1 (stereo not drawn)	4	5
CC(=Nc1ccc(Br)cc1)C1=C(O)CC(C)(C)CC1=O	-5	-2
COC(=O)N1CCN(CCNC(=O)NC2CCCCC2)CC1	-8	-3
Nc1cc(=O)[nH]c(SCC(=O)Nc2ccc(Br)cn2)n1	0	-12
CCC(NC1CCCCC1)C(=O)NC1CCCCC1 (stereo not drawn)	-5	0
Cc1nc2ccccn2c1C(=O)NN=Cc1ccccc1	/	-6
CC(=O)NC(=O)c1cc2cc([N+](=O)[O-])ccc2oc1=Nc1cccc(C)c1	22	0
Cc1c(N=Cc2cc(Br)cc(Br)c2O)c(=O)n(-c2ccccc2)n1C	-1	2
CCC(=O)Nc1nc2ccccc2n1C	-7	0
Cc1ccc2nsnc2c1NC(=O)COc1ccccc1[N+](=O)[O-]	16&6	0&-4
Cn1ccnc1/C=N/Nc1ccc(F)cc1	i	/
CCNc1cc(Nc2ccccc2)c2c3c(onc13)-c1ccccc1C2=O	100*	-2
O=C(CCCN1CCN(c2ccccc2)CC1)c1ccc(F)cc1	10	-4
Cc1c(C2CCN(C(=O)c3cccc(C#N)c3)CC2)noc1N	-6	-4
CC1(C)CC(CC(=O)O)(c2ccccc2)CCO1 (stereo not drawn)	-3	-3
CC(=O)N1c2ccc(S(=O)(=O)N3CCCC(C)C3)cc2CC1C (stereo not drawn)	-2	-9
CC(=O)c1cccc(NC(=O)c2cnn3c(C(F)(F)F)cc(-c4ccc(C)cc4)nc23)c1	3	-5
Cc1ccc(C2=N/C(=C\c3cccc(Cl)c3)C(=O)O2)cc1	3	1
O=C(COc1ccc(Cl)cc1)Nc1ncc(S(=O)(=O)c2ccc([N+](=O)[O-])cc2)s1	11	-1
Cc1cc(Br)cc(C)c1NC(=O)c1cccc(Cl)c1Cl	-1	-8
COc1ccc(OC)c(CN2CCN(Cc3cc(OC)c(OC)cc3[N+](=O)[O-])CC2)c1	8	24
COC(=O)c1ccc(Cl)cc1NC(=O)N1CC(C)Oc2ccc(C)cc21 (stereo not drawn)	-1	-13
CCOCCCNC(=O)CCS(=O)(=O)c1cc(Br)cc2c1N(C(=O)CC)CC2	0	12
CC(=O)Nc1ccc(SCCCC(=O)Nc2ccc3c(c2)OCCO3)nn1	-6	-3
COc1cccc(C2CC(c3ccc(C)cc3)=NC3(CCN(C)CC3)N2)c1O (stereo not drawn)	5	-1
Cc1ccccc1-n1nc2c(c1NC(=O)c1ccccc1F)CSC2	49	-4
CC(C)CN1CCn2cc(C(=O)N3CCC(C)CC3)nc2C1	14	-5
O=C(Cc1cn2cc(F)ccc2n1)Nc1ccccc1	1	-5
COc1ccc(NC(=O)N2CCCC2c2nc(-c3cccc(F)c3)no2)cc1 (stereo not drawn)	-1	-3
Cc1ccc(C(=O)N2CCC(CCNS(=O)(=O)c3cccc(C)c3)CC2)cc1	44	1
COc1ccc2[nH]c(C(=O)NCc3ccccc3)cc2c1	/	-6&12
CCOc1ccc(-c2c(C#N)c(N)nc(SCC(=O)c3ccc(C)cc3)c2C#N)cc1	-5	6
Cc1noc(C)c1C1CCCN1C(=O)c1cc(F)c(F)cc1Cl (stereo not drawn)	-4	4
CCOC(=O)c1c(NC(=O)C2=COCCO2)sc2c1CCN(C(=O)OCC)C2	19	-1
O=C(NCCN1CCCCCC1)C1CCCN(c2nc3ccccc3o2)C1 (stereo not drawn)	11	-5
Cc1nc(-n2cccc2)sc1C(=O)N1CCC(c2nnc(-c3ccco3)s2)CC1	-4	-6
Cc1ccc(-n2[nH]c3c(cnc4ccc(C(=O)NC5CCCC5)cc43)c2=O)cc1	10	-5
Cc1noc(C)c1C(=O)Nc1ccccc1	/	-5&-3
Cc1ccnc(SC=CC(=O)c2ccccc2)n1	/	-3
CC12CCC(c3nc4cc(Cl)c(Cl)cc4nc31)C2(C)C (stereo not drawn)	-4	-1
COc1ccccc1C(=O)N1CCC2(CC1)NC(=O)N(Cc1ccccc1Cl)C2=O	5	-3
N#Cc1c(Oc2cccnc2)ccc([N+](=O)[O-])c1Oc1cccnc1	/	0
CC1C(=O)N(c2cccc(F)c2)CCN1C(=O)c1cccc(Br)c1 (stereo not drawn)	-9	2
O[Si](CCCN1CCCCC1)(c1ccc(F)cc1)C1CCCCC1 (stereo not drawn)	/	-2
O=C(Cc1cccs1)NCC1CC(=O)N(c2ccc3c(c2)OCO3)C1 (stereo not drawn)	2	-2
O=C(NC1CC1)c1ccc(OCC2CCCN(C(=O)C3CCCCC3)C2)cc1 (stereo not drawn)	19	2
COc1cccc(C(=O)N2CCC3(CC2)NC(C(C)C)C(=O)N3CC(C)C)c1 (stereo not drawn)	6	-4

An excerpt taken from the entries so far, as a working copy:
SMILES	mHTT-CaM PPI inh	Pf apPOL inh
O=C(Cc1cn2cc(F)ccc2n1)Nc1ccccc1	1	-5
COc1ccc(NC(=O)N2CCCC2c2nc(-c3cccc(F)c3)no2)cc1 (stereo not drawn)	-1	-3
Cc1ccc(C(=O)N2CCC(CCNS(=O)(=O)c3cccc(C)c3)CC2)cc1	44	1
COc1ccc2[nH]c(C(=O)NCc3ccccc3)cc2c1	/	-6&12
CCOc1ccc(-c2c(C#N)c(N)nc(SCC(=O)c3ccc(C)cc3)c2C#N)cc1	-5	6
Cc1noc(C)c1C1CCCN1C(=O)c1cc(F)c(F)cc1Cl (stereo not drawn)	-4	4
CCOC(=O)c1c(NC(=O)C2=COCCO2)sc2c1CCN(C(=O)OCC)C2	19	-1
O=C(NCCN1CCCCCC1)C1CCCN(c2nc3ccccc3o2)C1 (stereo not drawn)	11	-5
Cc1nc(-n2cccc2)sc1C(=O)N1CCC(c2nnc(-c3ccco3)s2)CC1	-4	-6
Cc1ccc(-n2[nH]c3c(cnc4ccc(C(=O)NC5CCCC5)cc43)c2=O)cc1	10	-5
Cc1noc(C)c1C(=O)Nc1ccccc1	/	-5&-3
Cc1ccnc(SC=CC(=O)c2ccccc2)n1	/	-3
CC12CCC(c3nc4cc(Cl)c(Cl)cc4nc31)C2(C)C (stereo not drawn)	-4	-1
COc1ccccc1C(=O)N1CCC2(CC1)NC(=O)N(Cc1ccccc1Cl)C2=O	5	-3
N#Cc1c(Oc2cccnc2)ccc([N+](=O)[O-])c1Oc1cccnc1	/	0

For reference, 2 of the compounds above:
SMILES	mHTT-CaM PPI inh	Pf apPOL inh
O=C(NC1CC1)c1ccc(OCC2CCCN(C(=O)C3CCCCC3)C2)cc1 (stereo not drawn)	19	2
COc1cccc(C(=O)N2CCC3(CC2)NC(C(C)C)C(=O)N3CC(C)C)c1 (stereo not drawn)	6	-4

More compounds.
SMILES	mHTT-CaM PPI inh	Pf apPOL inh
CCOc1ccc(C(=O)N2CCC(n3c(-c4ccc(OC)cc4)nc4cccnc43)C2)cc1 (stereo not drawn)	47	-2
CCN(CC)c1ccc(/C=c2\sc3nc(=O)c(Cc4ccccc4)nn3c2=O)cc1	11	-8
COc1ccccc1-n1nc(C(=O)NC2CCCCC2)c2ccccc2c1=O	23	1
CC(C)(C)c1ccc(C(=O)Oc2ccccc2CCC(=O)O)cc1	/	5
